Assay outcomes deposited in PubChem BioAssay by National Center for Advancing Translational Sciences (NCATS).
TbPYK inhibitor = T. brucei pyruvate kinase inhibition; Potency, µM (doses to about 76.8 µM), for inactives: top-dose activity, negative = inhibition, actives largely listed as inhibitors; TbPYK enzyme, Kinase-Glo Plus ATP luminescence, 45 min; 410,000 compounds, 0.12% hits; active means well fitted inhibition curve with a large enough effect; inconclusive means small, poorly fitted or top-dose-only effect; further: nearly all actives have a fitted effect of over 50% in size
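Luminescent Kinase-Glo Plus end-point after 45 min room-temperature reaction of T. brucei pyruvate kinase started with 130 uM ADP (final). Buffer TEA 50 mM pH 7.2 with KCl, MgCl2, BSA, Tween-20; titration-based qHTS with fitted concentration-effect curves.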
* = called active by the depositor; ? = inconclusive; [ ] = remark or other dose. On the % scale 0 is the no-effect control and ±100 the full control effect; potency means the concentration at half of the fitted maximal effect. Some of the compounds tested; rates above refer to the full screens.

SMILES	TbPYK inhibitor
COc1ccc(Cl)cc1S(=O)(=O)NCc1ccc2c(c1)CCN2C(=O)c1cccc(C)c1	5%
CCOC(=O)c1ccc(NC(=O)CC2Nc3ccccc3NC2=O)cc1 (stereo not given)	-6%
COc1cccc(NC(=O)C2CCCN(c3ncnc4onc(-c5ccc(F)cc5)c34)C2)c1 (stereo not given)	1%
COc1ccc(CN2CCCN(CC(=O)Nc3ccc4c(c3)OCCO4)S2(=O)=O)cc1	5%
COc1ccc(CN(Cc2ccco2)c2cnc(S(C)(=O)=O)nc2C(=O)Nc2ccc(F)cc2)cc1	1%
COc1cc2nc(NCc3ccc(C)cc3)n3nc(-c4ccccc4)nc3c2cc1OC	-4%
COc1ccc(CNC(=O)CN(C)c2nn3c(=O)cc(C)nc3s2)cc1	-3%
CCOC(=O)c1ccc(NC(=O)CC2C(=O)N(c3cccc(C)c3)C(=O)N2CCOC)cc1 (stereo not given)	-1%
COCC(=O)N1CCC2(CCCN(C(=O)Nc3cccc(F)c3)C2)CC1	3%
CCc1cccc(CC)c1NC(=O)c1c(C)oc2ccc(O)c(CN3CCOCC3)c12	-6%
COc1cccc(CNC(=O)C(NS(=O)(=O)c2ccc3c(c2)oc(=O)n3C)C(C)C)c1 (stereo not given)	-5%
CCC(Cn1nnc2ccccc2c1=O)NC(=O)Nc1ccc(C)cc1 (stereo not given)	9%
CC(Sc1nccn1C)C(=O)Nc1ccccc1C#N (stereo not given)	4%
CCc1cccc(OCC(=O)Nc2ccc(S(=O)(=O)Nc3ncccn3)cc2)c1	-4%
COc1ccc(OC)c(CNC(=O)c2ccc(N3Cc4ccccc4Oc4ncccc43)s2)c1	-2%
Cc1ccc(NC(=O)CN2C(=O)COc3ccc(S(=O)(=O)N4CCCCCC4)cc32)cc1Cl	-10%
CNS(=O)(=O)c1cn(CC(=O)N2CCN(c3ccc(Cl)cc3)CC2)cc1S(=O)(=O)NC	-10%[15.4 µM]
CN(C)C(=O)c1ccc2c(c1)N(CC(=O)NCc1ccc(F)cc1)C(=O)C1CCCCN21 (stereo not given)	7%
Cc1ccc(C)c(Cn2c(-c3cccs3)nc3ccccc32)c1	1%
Cc1ccc(-c2cc3ncc4c(n3n2)-c2ccccc2OC4)cc1	-4%
COc1ccc(C(=O)Nc2cc(-c3ccccc3)nn2-c2ccccc2)cc1	1%
CCOc1ccccc1CNC(=O)c1oc2c(c1C)-c1[nH]ncc1CC2	6%
CCOc1ccc(-c2cn3c(n2)sc2cc(C(=O)NCCCN(CC)CC)ccc23)cc1	2%
O=C(Nc1nc2c(s1)CCCC2)c1ccccc1F	-20%
CCc1ccccc1NC(=O)c1ccc2c(SCC(=O)O)c3c(nc2c1)CCC3	0%
CC1CCCCN1C(=O)c1ccc2c(c1)N(Cc1cccc(Cl)c1)C(=O)c1ccccc1S2=O (stereo not given)	5%
Cc1cccc(C(=O)Nc2ccc(OCc3cc(=O)n4ccc(C)cc4n3)cc2)c1	4%
CCOc1cccc(CC(=O)N2CCc3c([nH]c4ccccc34)C2c2ccc(SC)cc2)c1OCC (stereo not given)	-2%
COc1ccc(CNC(=O)c2ccc(-c3nc(CSc4ccccc4)c(C)o3)cc2)c(OC)c1	1%
COc1ccc(NC(=O)c2nc(S(C)(=O)=O)ncc2N(Cc2ccc(C)cc2)Cc2ccco2)cc1Cl	2%
Cc1ccccc1NC(=O)Nc1nnc(N2CCCCCC2)s1	0%
CCCCn1cc(S(=O)(=O)c2cccc(C)c2)c(=O)c2cc(F)c(N3CCOCC3)cc21	4%
COc1ccc(NC(=O)C2=C(C)Nc3ncnn3C2c2ccc(O)cc2)cc1 (stereo not given)	1%
CCOc1ccc(NC(=O)C2CCN(S(=O)(=O)c3ccc4c(c3)oc(=O)n4C)CC2)cc1	4%
Cc1cn2c(=O)cc(COc3ccccc3NC(=O)c3ccccc3C)nc2s1	-5%
COc1ccc(N2CCN(C(=O)Cc3c(C(=O)O)c(C)cn3C)CC2)cc1	0%
COc1cccc(-c2nc(CS(=O)(=O)CC(=O)Nc3ccc(C)c(Cl)c3)c(C)o2)c1	7%
CC(=O)c1ccc(NC(=O)CC2Nc3cc(C)c(C)cc3NC2=O)cc1 (stereo not given)	-7%
CCN1CCC(N(Cc2ccc3c(c2)OCO3)C(=O)Nc2cccc(C)c2C)CC1	1%
Cc1ccc(-n2ncc(C(=O)NCc3ccco3)c2C2CCN(C(=O)OC(C)(C)C)CC2)c(C)c1	2%
CC(=O)c1ccc(NC(=O)Cn2c(=O)oc3cc(S(=O)(=O)N4CCCCC4)ccc32)cc1	1%
Cc1cccc(N2CCN(S(=O)(=O)c3cn(C)c(C)n3)CC2)c1C	-2%
CCOc1ccc(CCNC(=O)c2ccc3nc(N4CCC(C)CC4)sc3c2)cc1OCC	-7%
CC(=O)Nc1ccc(NC(=O)CC(C)n2ccc(C)n2)cc1 (stereo not given)	-1%
COc1ccccc1C(=O)Nc1ccc(NC(=O)c2cccs2)cc1	-6%
CCOc1ccc(C2C(=O)N(C3CCCCC3)CC(=O)N2CCC2=CCCCC2)cc1OC (stereo not given)	10%
CCOC(=O)CNC(=O)c1cc2c(=O)n3cccc(C)c3nc2n1C	2%
CC(C)N1C(=O)C(O)(c2c[nH]c3ccccc23)c2ccccc21 (stereo not given)	0%
Cn1nc(-c2ccccc2F)c2cc(C(=O)NCc3cccc(Cl)c3)sc21	0%
O=C(NC1CC1)c1ccc(Cn2c(SCc3cccc(F)c3)nc3cccnc32)cc1	-14%
New compounds follow:
SMILES	TbPYK inhibitor
CCN1CCN(c2ncc3c(n2)CCN(Cc2ccccc2C)C3)CC1	-6%
CCc1ccc(NS(=O)(=O)c2ccc3[nH]cc(C(=O)NCc4ccc(C)cc4)c(=O)c3c2)cc1	-3%
Cc1nc(-c2ccc(OCC(C)C)c(C#N)c2)sc1C(=O)O	-2%
COc1ccc(-c2nnc(Nc3ccc(OCC(N)=O)cc3)c3ccccc23)cc1	8%
COC(=O)c1sccc1S(=O)(=O)N1CCN(c2ccccc2)CC1	-6%
Cc1ccc(C)c(N2CCN(C(=O)c3cc(S(=O)(=O)N4CCC(C)CC4)cn3C)CC2)c1	0%
COc1ccc2cc3cc(C(=O)Nc4cc(C)c(Cl)cc4OC)oc3nc2c1	1%
COC(=O)c1ccc(NS(=O)(=O)c2ccc3[nH]c4c(c3c2)CCCC4)cc1	-13%
COc1ccc(NC(=O)c2ncn(-c3ccccc3)n2)cc1Cl	-2%
CCC1(O)CC2CN(CCc3c([nH]c4ccccc34)[C@@](C(=O)OC)(c3cc4c(cc3OC)N(C=O)[C@H]3[C@](O)(C(=O)OC)[C@H](OC(C)=O)[C@]5(CC)C=CCN6CC[C@]43[C@@H]65)C2)C1 (stereo not given in full)	-7%
CCOc1ccc(C2=NC(c3ccc(OC)cc3)=Nc3ccc(Cl)cc3N2)cc1	2%
Cc1cc(S(=O)(=O)NCC(c2ccc(N(C)C)cc2)N2CCOCC2)ccc1F (stereo not given)	-5%
O=C(CSc1nc2c([nH]c3ccccc32)c(=O)n1-c1ccccc1)Nc1ccc2c(c1)OCCO2	-8%
CCOc1ccccc1CNC(=O)c1cccn1-c1nnc(N2CCCC2)s1	-12%[15.4 µM]
CC(=O)c1cccc(NC(=O)Nc2c(C)n(C)n(-c3ccccc3)c2=O)c1	-2%
CC1CCc2c(sc(NC(=O)c3ccc(Cl)cc3Cl)c2C#N)C1 (stereo not given)	1%
COc1cccc(CNC(=O)C(Cc2ccccc2)NS(=O)(=O)c2ccc3c(c2)CCN3C(C)=O)c1 (stereo not given)	0%
O=C(Cn1ncc2c3ccccc3n(Cc3ccccc3F)c2c1=O)NCCc1ccc(Cl)cc1	4%
CCC(C)NC(=O)Cn1c(=O)n(-c2cc(OC)cc(OC)c2)c(=O)c2ccccc21 (stereo not given)	-1%
CN1C(=O)c2ccccc2Sc2ccc(NC(=O)N3CCN(c4cccc(Cl)c4)CC3)cc21	1%
c1ccc(N2CCCC3(CCNCC3)C2)nc1	0%
COc1ccc(CNC(=O)CCNS(=O)(=O)c2ccc3c(c2)CCCC(=O)N3)cc1	8%
CCOC(=O)C1CCCN(S(=O)(=O)c2ccc3[nH]c(=O)ccc3c2)C1 (stereo not given)	0%
NC(=O)C1CCN(S(=O)(=O)c2ccc(N3CCCCS3(=O)=O)cc2)CC1	-14%
CCOC(=O)c1c(NC(=O)COc2ccccc2Br)sc2c1CCCCC2	-1%
COc1ccc(-c2c(C)nn3c(C(F)(F)F)cc(-c4ccc(Br)cc4)nc23)cc1	5%
CC(=O)N1CCC2(CCCN(c3ccc(-c4ccccc4)cc3)C2)CC1	-13%
CCOC(=O)c1ccc(NC(=O)c2c(NCc3cccs3)sc3c2CCCCC3)cc1	?
Cc1cc(C)cc(NC(=O)c2ncn(-c3ccccc3)n2)c1	0%
Cc1cccc(NC(=O)c2cc(S(=O)(=O)N3CCc4ccccc43)ccc2F)c1C	-3%
CCOc1cccc(C2Nc3ccccc3-c3cc(C)nn32)c1O (stereo not given)	9%
Cc1ccc(CCNC(=O)CN(c2ccc(C(C)C)cc2)S(=O)(=O)c2c(C)nn(C)c2C)cc1	2%
CCn1cnc2c(=O)oc3ccc(S(=O)(=O)N4CCN(c5cc(C)ccc5C)CC4)cc3c21	-2%
COCCCNC(=O)c1oc2c(c1C)-c1nn(Cc3cccc(Cl)c3)cc1CC2	-4%
COc1cc(-c2nnc(SCC(=O)NCc3ccccc3Cl)o2)cc(OC)c1OC	3%
Cc1ccc(C)c(N(C)C(=O)C2CCN(c3ncnc4c3nc3n4CCCCC3)CC2)c1	0%
CCc1ccc(C(c2ccccc2)c2c(C)[nH]c3ccccc23)s1 (stereo not given)	-9%
COc1ccc(Nc2ncnc3c2cnn3-c2ccc(C)cc2)cc1Cl	4%
CCOc1ccccc1Nc1sc(C(=O)c2ccc(Cl)cc2)c(N)c1S(=O)(=O)c1ccccc1	0%
COc1ccc2cc(CNc3ccc(C)cc3)c(=O)n(CC(=O)Nc3cccc(Cl)c3C)c2c1	3%
CCCCN(CCCC)S(=O)(=O)c1ccc2oc(C(=O)NCc3ccc(C)cc3)c(C)c2c1	3%
Cc1noc(C)c1C(=O)N1CCC2(CCCN(Cc3ccc(C#N)cc3)C2)CC1	-9%
COc1ccc(NC(=O)N2CCc3c(sc4c3CCCC4)C2c2ccc(F)cc2)cc1 (stereo not given)	-10%
Cc1ccc(Nc2ccc(N3CCN(C(=O)c4cccc([N+](=O)[O-])c4)CC3)nn2)cc1	1%
CCc1cccc(NC(=O)c2cc3c(=O)n(Cc4ccc(OC)cc4)ccc3nc2C)c1	-7%
CCCOc1ccc(NC(=O)CC2C(=O)N(c3ccc(C)cc3)C(=O)N2C(C)C)cc1 (stereo not given)	0%
COc1ccc(C(=O)NCCSc2c(C)[nH]c3ccccc23)cc1	-6%
CCOCCCN1C(=O)CN(C2CCCCCC2)C(=O)C1c1ccc(OC(C)C)c(OC)c1 (stereo not given)	-2%
O=C(C1CCC(Cn2c(=O)c3sccc3n(Cc3cccc(F)c3)c2=O)CC1)N1CCCCC1 (stereo not given)	4%
CCOC(=O)c1ccccc1NC(=O)c1cc2c(s1)-c1ccccc1SC2	-1%

In another format: results already given.
| compound | TbPYK inhibitor |
| --- | --- |
| COc1ccc(Nc2ncnc3c2cnn3-c2ccc(C)cc2)cc1Cl | 4% |
| CCOc1ccccc1Nc1sc(C(=O)c2ccc(Cl)cc2)c(N)c1S(=O)(=O)c1ccccc1 | 0% |
| COc1ccc2cc(CNc3ccc(C)cc3)c(=O)n(CC(=O)Nc3cccc(Cl)c3C)c2c1 | 3% |
| CCCCN(CCCC)S(=O)(=O)c1ccc2oc(C(=O)NCc3ccc(C)cc3)c(C)c2c1 | 3% |
| Cc1noc(C)c1C(=O)N1CCC2(CCCN(Cc3ccc(C#N)cc3)C2)CC1 | -9% |
| COc1ccc(NC(=O)N2CCc3c(sc4c3CCCC4)C2c2ccc(F)cc2)cc1 (stereo not given) | -10% |
| Cc1ccc(Nc2ccc(N3CCN(C(=O)c4cccc([N+](=O)[O-])c4)CC3)nn2)cc1 | 1% |
| CCc1cccc(NC(=O)c2cc3c(=O)n(Cc4ccc(OC)cc4)ccc3nc2C)c1 | -7% |
| CCCOc1ccc(NC(=O)CC2C(=O)N(c3ccc(C)cc3)C(=O)N2C(C)C)cc1 (stereo not given) | 0% |
| COc1ccc(C(=O)NCCSc2c(C)[nH]c3ccccc23)cc1 | -6% |
| CCOCCCN1C(=O)CN(C2CCCCCC2)C(=O)C1c1ccc(OC(C)C)c(OC)c1 (stereo not given) | -2% |
| O=C(C1CCC(Cn2c(=O)c3sccc3n(Cc3cccc(F)c3)c2=O)CC1)N1CCCCC1 (stereo not given) | 4% |
| CCOC(=O)c1ccccc1NC(=O)c1cc2c(s1)-c1ccccc1SC2 | -1% |

Remaining list, next part
SMILES	TbPYK inhibitor
COc1ccc(C)cc1NC(=O)C(=O)NCC(c1cccnc1)N1CCc2ccccc21 (stereo not given)	-1%
CCOC(=O)N1CCc2c(sc(NCc3cc(OC)ccc3OC)c2C(=O)Nc2cc(OC)ccc2OC)C1	?
COc1ccc(-c2noc(CN(C)S(=O)(=O)c3c(C)cc(C)cc3C)n2)cc1OC	-2%
CCCCn1cc(S(=O)(=O)c2ccccc2)c(=O)c2cc(F)c(N3CCN(CCC)CC3)cc21	8%
Cc1c(CCCC(=O)O)sc(N)c1C(=O)c1cccc(C(F)(F)F)c1	-27%
CCOC(=O)N1CCc2c(sc3c2c(=O)n(Cc2ccccc2)c(=O)n3Cc2ccccc2Cl)C1	0%
Cc1cccc2c1N(Cc1ccccc1OCCC(C)C)C(=O)C2=O	3%
O=c1c2sc3ccccc3c2n(Cc2cccc(Cl)c2)c(=O)n1Cc1ccco1	4%
CC(C)(C)C1CCc2onc(C(=O)Nc3sc4c(c3C#N)CCCC4)c2C1 (stereo not given)	-2%
COc1ccc(NC(=O)Cn2c(=O)oc3cc(S(=O)(=O)NCc4ccccc4)ccc32)c(OC)c1	-8%[15.4 µM]
COc1ccccc1NC(=O)CSc1nnc(-c2cccc(Cl)c2)o1	4%
COc1ccccc1C(=O)Nc1ccc2nc(SCCOc3ccccc3C)sc2c1	-1%
